PriA SSB inh: inhibitors of Klebsiella pneumoniae PriA binding to SSB C-terminal tail. AlphaScreen SSBct-PriA binding, biotinylated peptide. inhibition, % at 33 µM. 430,000 tested, 0.6% active. AID 1272365; in the data active means inhibition mostly above about 37%, no sharp cut-off; inactive means mostly below about 20%;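 further: plate controls were negative control peptide for no effect and reference peptide for full effect; strong numbers were not always called active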
BoNT A protease: inhibitors of Botulinum neurotoxin A light chain protease; multiplex microsphere protease substrate cleavage, flow cytometry; inhibition, % at 10 µM; 360,000 tested, 0.17% active; further: plate controls were buffer without enzyme for full effect and enzyme alone for no effect
DUSP3 inh: blocks human VHR1 dual specificity phosphatase; recombinant VHR phosphatase, pNPP absorbance; P51452; 290,000 tested, 0.52% active; inhibition, % at 13.3 µM; in the data active means inhibition above about 50%; further: some compounds called inactive have numbers as strong as hits
Target sequence (P51452 whole entry, looked up): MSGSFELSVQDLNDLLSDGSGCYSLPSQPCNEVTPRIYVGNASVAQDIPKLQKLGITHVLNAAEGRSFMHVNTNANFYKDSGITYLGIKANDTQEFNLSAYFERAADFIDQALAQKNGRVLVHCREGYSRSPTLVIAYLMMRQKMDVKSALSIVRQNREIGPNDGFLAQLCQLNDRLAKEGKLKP
PrPC TRFRET: reduces human prion protein on the cell surface. P04156. cell surface PrPC, TR-FRET read-out. inhibition, % at 13.8 µM. 370,000 tested, 0.43% active; in the data active means inhibition above about 24%; further: 0% = median of the test wells and 100% = reference compound wells
Rv3671c protease: inhibits the M. tuberculosis serine protease Rv3671c; inhibition, % at 5.96 µM; AID 2606; P9WHR9; 320,000 tested, 0.048% active; in the data active means inhibition above about 38%;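 further: extracellular domain of Rv3671c used as enzyme; 0% = enzyme with DMSO and 100% = no enzyme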
3CLpro inhibitor: SARS-CoV 3CLpro protease inhibition. P0C6X7. recombinant SARS-CoV 3CLpro, quenched FRET peptide cleavage. inhibition, % at 6 µM. 290,000 tested, 0.14% active; in the data active means inhibition above about 12%
CCHF vOTU inh: blocks the CCHF virus ovarian tumor domain protease; CCHFV vOTU protease, Pep-AMC fluorescence; inhibition, % at 11.5 µM; 370,000 tested, 0.55% active; AID 651958; in the data active means inhibition above about 30%; further: 0% = vehicle wells with enzyme and 100% = no enzyme wells
MazEF act: increases E. coli MazEF RNase cleavage of RNA; P0AE70; FAM/BHQ RNA-DNA oligo cleavage fluorescence, 5 h; activation, % at 20 µM; 350,000 tested, 0.32% active; AID 504720; in the data active means activation above about 50%
Target sequence (P0AE70 whole entry, looked up): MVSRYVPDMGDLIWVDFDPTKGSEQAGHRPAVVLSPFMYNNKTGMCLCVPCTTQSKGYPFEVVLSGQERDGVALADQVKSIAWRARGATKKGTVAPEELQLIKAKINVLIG
Anthrax LF inh2: blocks Bacillus anthracis lethal factor protease; P15917; multiplex microsphere protease cleavage assay, LF; inhibition, % at 10 µM; 360,000 tested, 0.12% active; AID 588501; further: plate controls were buffer without enzyme for full effect and enzyme alone for no effect
Target sequence (P15917 whole entry, looked up): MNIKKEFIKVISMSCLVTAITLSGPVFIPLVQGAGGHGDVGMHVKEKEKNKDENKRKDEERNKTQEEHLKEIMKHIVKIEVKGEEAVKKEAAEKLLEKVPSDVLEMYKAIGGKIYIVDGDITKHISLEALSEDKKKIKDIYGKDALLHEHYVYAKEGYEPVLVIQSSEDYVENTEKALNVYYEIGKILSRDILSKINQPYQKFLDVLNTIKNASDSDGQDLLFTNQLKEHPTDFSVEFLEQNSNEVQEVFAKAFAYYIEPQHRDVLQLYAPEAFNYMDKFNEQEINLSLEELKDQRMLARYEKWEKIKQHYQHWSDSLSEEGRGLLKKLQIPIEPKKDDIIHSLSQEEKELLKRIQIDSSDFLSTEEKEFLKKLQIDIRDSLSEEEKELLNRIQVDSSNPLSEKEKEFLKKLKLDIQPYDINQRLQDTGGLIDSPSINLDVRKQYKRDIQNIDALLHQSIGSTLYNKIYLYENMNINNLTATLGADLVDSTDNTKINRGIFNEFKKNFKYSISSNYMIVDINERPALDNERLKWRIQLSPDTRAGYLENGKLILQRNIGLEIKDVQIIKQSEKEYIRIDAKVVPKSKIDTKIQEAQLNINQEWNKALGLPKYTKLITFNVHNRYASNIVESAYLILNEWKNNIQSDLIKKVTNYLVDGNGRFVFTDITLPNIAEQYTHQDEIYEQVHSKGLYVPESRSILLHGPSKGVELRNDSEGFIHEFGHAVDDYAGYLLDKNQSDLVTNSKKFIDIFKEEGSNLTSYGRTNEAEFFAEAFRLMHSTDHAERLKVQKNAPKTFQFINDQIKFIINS
BoNT F protease: BoNT F light chain protease inhibition | 360,000 tested, 0.22% active | Multiplex microsphere protease cleavage assay, flow cytometry | inhibition, % at 10 µM; in the data active means inhibition above about 35%, passing the limit was not always enough; inconclusive means no clear call, values can overlap the other calls; further: plate controls were buffer without enzyme for full effect and enzyme alone for no effect
The depositor's hits bear a star; ? = inconclusive; . = no result given. Unless noted, no stated cut-off is given here; in the data, active means inhibition above about 30%; inconclusive means no clear call, values can overlap the other calls; inactive means below that. The list is partial; the hit share may differ from the screen's.

SMILES	PriA SSB inh	BoNT A protease	DUSP3 inh	PrPC TRFRET	Rv3671c protease	3CLpro inhibitor	CCHF vOTU inh	MazEF act	Anthrax LF inh2	BoNT F protease
O=C(Cn1ccc2ccccc2c1=O)NCCC(=O)Nc1ccc2c(c1)OCCO2	-15	?	40	-4	-1	4	-4	3	-6	-2
CC(=O)Nc1cccc(NC(=O)CSc2nnnn2C)c1	.	.	-8	-1	.	-2	-3	.	.	.
Cc1nnc(SCC(=O)NC2CCCCC2)n(N)c1=O	-11	0.3	6	.	8	-1	.	-3	-4	-10
Cc1ccc2cn[nH]c2c1NC(N)=S	-9	-0.2	36	-9	-1	1	-8	12	-2	-2
O=C(COC(=O)c1ccc(Cl)nc1)NC(=O)c1ccccc1	10	-1.3	-29	3	3	1	14	3	-4	-2
O=C(Cc1ccccc1)NC1CCN(S(=O)(=O)c2cccc(F)c2)CC1	-3	2.0	32	-2	0	-1	-1	7	10	11
CC1(C(=O)O)CCC(C(=O)NNC(=O)c2ccccc2O)C1(C)C (centres undefined)	-1	0.4	16	1	-3	1	-6	3	-4	8
COCC(=O)N1CCC(Oc2ccc(C(=O)N(C)C(C)c3ccon3)cc2)CC1 (centres undefined)	-4	-2.8	19	-12	3	6	1	-5	-1	5
Cc1nnc(NC(=O)C2c3ccccc3Oc3ccccc32)s1	6	-0.8	0	5	-1	0	-1	0	1	-10
CCC1=NN(C(=O)Cc2ccc(OC)c(OC)c2)C(O)(C(F)(F)F)C1 (centres undefined)	6	-0.3	-13	2	-17	11	-16	-9	-2	-3
COc1ccc(N2C(=O)c3ccccc3C2O)cc1 (centres undefined)	-1	1.1	8	-2	0	-7	6	-30	-9	?
Cc1cc2c(SCC(=O)N3CCN(c4ccccc4)CC3)ncnc2s1	-3	-0.6	.	16	6	.	8	3	-5	-4
COc1cc(CNc2ncnc3c2ncn3[C@H]2CN(Cc3cccc(C(F)(F)F)c3)C[C@@H](COC(C)=O)O2)cc(OC)c1OC	.	0.1	.	-3	.	.	5	.	2	5
CN(C)S(=O)(=O)c1cccc(NC(=S)NC2CCCCC2)c1	-5	-0.7	11	5	0	0	13	9	-5	-3
CCN(CC(=O)Nc1c(F)cccc1F)C(=O)/C=C/c1ccc2c(c1)OCO2	-1	.	.	-1	0	.	-7	-6	.	.
Cc1cnc(C(=O)OCC(=O)c2ccccc2)cn1	-7	-0.3	.	-1	2	.	1	7	3	-18
CN1CCN(c2nc3c(c(=O)[nH]c(=O)n3C)n2Cc2ccc(Cl)cc2)CC1	-12	-5.1	1	6	.	-2	-5	5	0	?
Cc1ccc(S(=O)(=O)/N=C(\CCl)N2CCOCC2)cc1	.	0.4	-11	1	2	0	0	1	1	2
CCN(CC)C(=O)CSc1nc(-c2ccc(C)cc2)nc2c1COC(C)(C)C2	-4	0.9	27	6	-7	2	2	5	-8	0
COc1ccc(N(CC(=O)NCc2cccnc2)S(=O)(=O)c2ccc(C)c([N+](=O)[O-])c2)cc1	-14	-0.1	6	0	-9	-3	-5	9	0	-1
O=C(CC[C@H]1O[C@@H](n2ccc(=O)[nH]c2=O)[C@H](O)[C@@H]1O)NCCN1CCOCC1	.	-0.3	.	4	.	.	8	.	5	-5
COc1cccc(NP2(=O)OCC(C)([N+](=O)[O-])CO2)c1 (centres undefined)	-3	0.0	.	1	.	.	1	11	-5	0
Cc1ccc(S(=O)(=O)Nc2ccc(-c3nnc(SCC#N)n3C)cc2)cc1	3	0.4	5	8	1	-1	-9	6	0	11
COc1ccc2nc(NC(=O)CCc3nc(-c4ccccc4F)no3)sc2c1	-12	0.3	37	2	.	-1	3	-15	2	-1
COc1ccc2cc(C(=O)Nc3c(C)n(C)n(-c4ccccc4)c3=O)sc(=O)c2c1OC	-3	0.3	-6	.	-2	-3	.	5	-6	-4

New compounds follow
SMILES	PriA SSB inh	BoNT A protease	DUSP3 inh	PrPC TRFRET	Rv3671c protease	3CLpro inhibitor	CCHF vOTU inh	MazEF act	Anthrax LF inh2	BoNT F protease
CCCCOc1ccc(C(=O)N/N=C/c2cn[nH]c2-c2ccc(OC)c(OC)c2)cc1	.	-1.0	-4	-1	-34	4	15	-4	-4	-8
O=C(Nc1ccc(C(F)(F)F)cn1)Nc1cccs1	-2	0.0	5	-2	5	-3	6	7	-4	-1
COc1cc(NC(=O)CSc2ncccc2C(=O)OC(C)C)cc(OC)c1	-8	-2.0	2	0	-4	3	0	-14	0	-3
O=C(CCn1cnnn1)Nc1cccc(F)c1	-7	-0.7	8	0	-4	0	-13	-6	-4	-3
CCN(CC)S(=O)(=O)c1ccc2c(c1)N(CC(=O)N1CCC(C(N)=O)CC1)C(=O)CO2	1	-0.5	-20	-2	-10	5	20	8	-1	1
COc1ccccc1-c1coc2cc(OCC(=O)OCc3ccccc3)ccc2c1=O	-17	-0.6	13	-4	-2	-1	-6	-1	0	-8
COc1ccc(C(=O)CSc2ccc(-c3ccccc3)nn2)cc1	-14	0.0	-9	2	7	0	7	-4	-3	0
CC1CCCCN1CC(=O)Nc1ccccc1Sc1ccccc1 (centres undefined)	-44	-0.5	43	4	9	3	9	-4	-1	-6
CC1CCCC/C1=N\NC(=S)NCCc1ccccc1 (centres undefined)	.	0.1	0	-2	-8	3	13	2	-6	-9
CC1=NN(C(C)C)C(=O)C1	-4	0.3	11	.	-30	-1	.	-5	-3	5
COc1cc(C(=O)N2CCN(c3ccccc3O)CC2)ccc1OCC(=O)N1CCOCC1	-8	1.8	.	3	0	.	-3	-1	1	16
O=C(Nc1ccccc1)Nc1cccc2cccnc12	5	-0.9	10	-7	-14	-3	10	-1	0	-9
CCN1CCN(C(=O)c2cc3c(s2)-c2c(C)cccc2OC3)CC1	-3	-0.5	25	.	4	1	.	8	4	-6
CCN(CC)C(=O)CCNS(=O)(=O)c1ccc(C)cc1	-12	-0.9	23	0	-22	0	-9	4	-1	0
COc1ccc(NS(=O)(=O)c2cc(NC(=O)c3ccc(=O)[nH]c3)ccc2C)cc1	1	2.1	.	-6	-12	.	-4	6	6	20
O=C(COC(=O)/C=C/c1ccco1)Nc1ncc(C(F)(F)F)cc1Cl	-4	-2.0	33	-1	2	-5	3	-4	-2	-7
CCOC(=O)C1(Cc2cccc(OC)c2)CCN(Cc2cccn2-c2ccccn2)CC1	12	0.3	18	-12	-14	-2	9	1	0	-1
Cc1cnc(NC(=O)c2ccc(Cl)nc2)s1	-5	-2.8	-41	0	-6	0	12	-3	-2	-30
Cc1ccc(NC(=O)C2CCN(C(=O)c3cccs3)CC2)c(C)c1	-9	-3.7	41	-3	-1	5	-1	-3	-16	16
CC1CCCC(C)N1C(=O)COC(=O)c1ccccc1C(=O)c1ccccc1 (centres undefined)	.	0.0	.	-7	.	.	0	3	-3	1
CCOc1ccc2nc(SCC(=O)NCc3ccc(OC)cc3)[nH]c2c1	-3	-0.5	-2	-3	.	2	-8	-3	-11	-18
Cc1ccc(Cl)cc1NC(=O)CC1NC2CCCCC2NC1=O (centres undefined)	-3	0.7	34	-4	-6	0	-8	-16	-2	-4
COc1ccc(C(Cl)=C(C=O)c2ccc(OC)c(OC)c2)cc1OC	.	-0.4	.	-1	.	.	1	.	-3	-4
CCOc1ccc(CCNC(=O)CCC(=O)c2cccs2)cc1OCC	-6	0.3	.	-2	3	.	4	-2	-4	-4
Cc1nonc1OCCNC(=O)C12CC3CC(CC(C3)C1)C2	-8	0.9	3	-2	3	2	-4	-1	2	13

Ordered by length of the SMILES (descending): some entries from above
SMILES	PriA SSB inh	BoNT A protease	DUSP3 inh	PrPC TRFRET	Rv3671c protease	3CLpro inhibitor	CCHF vOTU inh	MazEF act	Anthrax LF inh2	BoNT F protease
CCN1CCN(C(=O)c2cc3c(s2)-c2c(C)cccc2OC3)CC1	-3	-0.5	25	.	4	1	.	8	4	-6
O=C(Nc1ccccc1)Nc1cccc2cccnc12	5	-0.9	10	-7	-14	-3	10	-1	0	-9
CC1=NN(C(C)C)C(=O)C1	-4	0.3	11	.	-30	-1	.	-5	-3	5

(cont.)
SMILES	PriA SSB inh	BoNT A protease	DUSP3 inh	PrPC TRFRET	Rv3671c protease	3CLpro inhibitor	CCHF vOTU inh	MazEF act	Anthrax LF inh2	BoNT F protease
O=C1C2CCCCC2C(=O)N1c1ccc(NC2CCCCC2)c([N+](=O)[O-])c1 (centres undefined)	19	0.1	12	-1	6	10	-2	-3	-3	-2
COc1cccc(NC(=O)COC(=O)c2ccccc2F)c1	4	2.3	-3	-5	1	-3	-2	1	-1	-5
NCCNc1ccc([N+](=O)[O-])cc1	-5	0.1	1	-10	-4	-1	15	-1	3	-4
COc1cc(C(C)=O)ccc1Oc1ncnc2c1cnn2-c1ccc(F)cc1	8	0.3	18	0	3	-1	-12	9	0	-1
O=C(c1ccccn1)N1CCN(S(=O)(=O)c2ccccc2)CC1	-1	0.8	15	0	7	3	0	3	-2	0
Cc1ccc(N2C(=O)N(CC(=O)Nc3ccc([N+](=O)[O-])cc3)C(=O)C2C)cc1 (centres undefined)	5	-3.4	30	-11	2	5	-2	2	-1	-13
CCc1ccccc1N(CC(=O)N/N=C/c1ccc(OC(=O)OC)c(OC)c1)S(C)(=O)=O	.	-0.3	0	-2	11	-1	11	-1	0	-13
CCN(CC)C(=O)CS(=O)(=O)CC(=O)Nc1cc(OCCOC)c(Cl)cc1Cl	-13	-0.1	26	2	0	-4	0	1	2	2
O=C(CN1C(=O)C2CC=CCC2C1=O)Nc1cc(C(F)(F)F)ccc1N1CCCC1 (centres undefined)	-1	5.4	.	0	-1	.	9	4	3	-6
CC(C)(C)OC(=O)C[C@H]1C/C=C\C[C@H](CC(=O)N(CCO)Cc2ccccc2)C(=O)N[C@H](C(C)(C)C)COC1=O	0	0.0	.	-5	6	.	8	9	-3	-2
CC1(C)C2CCC(C2)C1(C)NC(=O)CN1CCN(Cc2ccccc2)CC1 (centres undefined)	-4	0.4	17	-5	8	-7	4	3	0	-2
CC1(c2ccccc2)NC(=O)N(CC(=O)Nc2ccc3c(c2)OCO3)C1=O (centres undefined)	-12	0.8	35	6	-4	2	9	6	0	-5

Some of the entries so far, in markdown.
| canonical_smiles | PriA SSB inh | BoNT A protease | DUSP3 inh | PrPC TRFRET | Rv3671c protease | 3CLpro inhibitor | CCHF vOTU inh | MazEF act | Anthrax LF inh2 | BoNT F protease |
| --- | --- | --- | --- | --- | --- | --- | --- | --- | --- | --- |
| O=C(Cn1ccc2ccccc2c1=O)NCCC(=O)Nc1ccc2c(c1)OCCO2 | -15 | ? | 40 | -4 | -1 | 4 | -4 | 3 | -6 | -2 |
| CC(=O)Nc1cccc(NC(=O)CSc2nnnn2C)c1 | . | . | -8 | -1 | . | -2 | -3 | . | . | . |
| Cc1nnc(SCC(=O)NC2CCCCC2)n(N)c1=O | -11 | 0.3 | 6 | . | 8 | -1 | . | -3 | -4 | -10 |
| Cc1ccc2cn[nH]c2c1NC(N)=S | -9 | -0.2 | 36 | -9 | -1 | 1 | -8 | 12 | -2 | -2 |
| O=C(COC(=O)c1ccc(Cl)nc1)NC(=O)c1ccccc1 | 10 | -1.3 | -29 | 3 | 3 | 1 | 14 | 3 | -4 | -2 |
| O=C(Cc1ccccc1)NC1CCN(S(=O)(=O)c2cccc(F)c2)CC1 | -3 | 2.0 | 32 | -2 | 0 | -1 | -1 | 7 | 10 | 11 |
| CC1(C(=O)O)CCC(C(=O)NNC(=O)c2ccccc2O)C1(C)C (centres undefined) | -1 | 0.4 | 16 | 1 | -3 | 1 | -6 | 3 | -4 | 8 |
| COCC(=O)N1CCC(Oc2ccc(C(=O)N(C)C(C)c3ccon3)cc2)CC1 (centres undefined) | -4 | -2.8 | 19 | -12 | 3 | 6 | 1 | -5 | -1 | 5 |
| Cc1nnc(NC(=O)C2c3ccccc3Oc3ccccc32)s1 | 6 | -0.8 | 0 | 5 | -1 | 0 | -1 | 0 | 1 | -10 |
| CCC1=NN(C(=O)Cc2ccc(OC)c(OC)c2)C(O)(C(F)(F)F)C1 (centres undefined) | 6 | -0.3 | -13 | 2 | -17 | 11 | -16 | -9 | -2 | -3 |
| COc1ccc(N2C(=O)c3ccccc3C2O)cc1 (centres undefined) | -1 | 1.1 | 8 | -2 | 0 | -7 | 6 | -30 | -9 | ? |
| Cc1cc2c(SCC(=O)N3CCN(c4ccccc4)CC3)ncnc2s1 | -3 | -0.6 | . | 16 | 6 | . | 8 | 3 | -5 | -4 |
